Compound activity (PubChem)
CBFb RUNX1 block: blocks binding between human CBF-beta and RUNX1; AlphaScreen CBFb-His/RUNX1-biotin binding, biochemical; Q01196+Q13951; Potency, µM (titrated, usually from 59.8 µM), without a hit: at the highest dose activity, negative = inhibition, actives largely listed as inhibitors; 230,000 tested, under 10 active; also: % of control where 0% means no effect
Target sequence (Q01196 whole entry, looked up): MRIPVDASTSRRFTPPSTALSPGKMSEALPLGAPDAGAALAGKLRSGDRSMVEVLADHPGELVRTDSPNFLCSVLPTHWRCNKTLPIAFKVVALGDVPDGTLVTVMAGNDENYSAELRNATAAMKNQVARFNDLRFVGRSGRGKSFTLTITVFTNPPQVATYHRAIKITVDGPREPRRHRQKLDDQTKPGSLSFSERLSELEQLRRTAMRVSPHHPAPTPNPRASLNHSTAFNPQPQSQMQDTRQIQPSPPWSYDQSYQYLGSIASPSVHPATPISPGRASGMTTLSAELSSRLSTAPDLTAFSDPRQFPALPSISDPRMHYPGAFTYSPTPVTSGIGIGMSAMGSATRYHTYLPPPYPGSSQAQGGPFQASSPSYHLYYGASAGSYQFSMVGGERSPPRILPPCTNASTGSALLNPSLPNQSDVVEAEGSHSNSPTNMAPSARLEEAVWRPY
Target sequence (Q13951 whole entry, looked up): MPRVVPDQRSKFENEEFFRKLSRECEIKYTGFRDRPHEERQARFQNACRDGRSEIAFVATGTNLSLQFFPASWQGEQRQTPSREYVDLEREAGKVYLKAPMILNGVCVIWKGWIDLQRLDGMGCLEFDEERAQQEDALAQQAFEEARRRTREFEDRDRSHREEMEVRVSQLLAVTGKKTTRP
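Interaction loss through any mechanism counts as activity. Pre-formed complex of His-CBF-beta and biotin-RUNX1 (30 nM apiece) is incubated with compound 15 min, then with 50 ng nickel and 50 ng streptavidin beads for 90 min before AlphaScreen detection.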
Lamin A splicing: modulators of lamin A splicing; Potency, µM (series often up to 46.1 µM), for inactives: at the highest dose ratio change, negative = inhibition, hits mostly inhibitors; HeLa LMNA splicing GFP/RFP minigene ratio, 48 h; 0.01% of 200,000 active; active = well fitted inhibition curve with a large enough effect in the signal ratio, with a control signal flat, not every such curve was filed as active; inconclusive = small, poorly fitted or top-dose-only effect, or effect the other way, or a change in a side signal; the % refers to the signal ratio; also: potency is read from the fitted curve at half-maximal effect; % is scaled to controls: 0 for no effect and ±100 for the full control effect
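S3 HeLa cells stably expressing lamin A-EGFP splicing minigene plus DsRed2, 600 cells/well, 48 h compound exposure at 37C. Laser-scanning cytometry; analysed as GFP (500-530 nm)/RFP (575-640 nm) total intensity ratio; 0.5% DMSO vehicle.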
KinaseGlo FLuc: blocks Kinase-Glo luciferase, a counter-screen artifact | Q27757 | Kinase-Glo luciferase, ATP luminescence, 8 min | Potency, µM (doses to about 38.3 µM), without a hit: at the highest dose activity change, negative = inhibition, actives largely listed as inhibitors | 0.28% of 200,000 active; also: potency is read from the fitted curve at half-maximal effect; % is scaled to controls: 0 for no effect and ±100 for the full control effect; nearly all actives have a fitted effect of over 60% in size
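Compounds were added to a substrate mix at pH 7.2 (50 mM imidazole, 10 uM ATP, within the enzyme's linear range), followed by Kinase-Glo detection reagent; luminescence was measured after 8 minutes at ambient temperature.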
IMPase Li cell: IMPase inhibition in cells with lithium potentiation. AID 1457. CHO-M1 cells, IP1 TR-FRET (IP-One), carbachol + lithium. 0.35% of 210,000 active. Potency, µM (series often up to 59.4 µM), without a hit: at the top dose activity, negative = IMPase inhibition, usual class: inhibitors;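 also: IP1 builds up when IMPase is blocked and the TR-FRET signal falls; potency is read from the fitted curve at half-maximal effect; plate controls were basal vehicle for no effect and high inhibitor control for full effect; nearly all actives have a fitted effect of over 50% in size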
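Test compounds were applied to CHO-M1 cells previously cultured for 16–30 h at 2000 per well. A small lithium amount accompanied them; after 30 min at 37C, IP1 was quantified by TR-FRET.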
SMN2 splice up: SMN2 splice variant enhancement. 2.8% of 210,000 active. AID 1458. Potency, µM (doses to about 46.1 µM), for inactives: at the highest dose activity change, positive = activation, hits mostly activators. HEK293 SMN2-luciferase splicing reporter, luminescence, 30-36 h; also: potency is read from the fitted curve at half-maximal effect; % of control where 0% means no effect; nearly all actives have a fitted effect of over 55% in size
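qHTS luciferase splicing reporter: luminescence rises when SMN2 exon 7 is included in transfected HEK293 cells. Compound exposure lasted 30-36 h at 37C, with 4.5 mM final sodium butyrate as control, followed by a ONE-Glo read.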
HTT aggregate: mutant huntingtin aggregation inhibition. 1.1% of 220,000 active. AID 1688. PC12 HttQ103-GFP aggregates, Acumen cytometry, 40 h. Potency, µM (top dose mostly 46.1 µM), without a hit: top-dose activity change, negative = inhibition, most hits filed as inhibitors; also: potency is read from the fitted curve at half-maximal effect; % is scaled to controls: 0 for no effect and ±100 for the full control effect; nearly all actives have a fitted effect of over 60% in size
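Quantitative HTS on tebufenozide-induced (100 nM) PC12 cells stably expressing polyQ103 Huntingtin exon 1–GFP. Reduction of bright GFP aggregates, detected by laser scanning cytometry after lysis, identified actives across the titration.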
HTT ATP protect: cytoprotection in Huntington HTT-Q103 PC12 cell model | PC12 HTT-Q103 induced, cytoprotection, ATP luminescence, 40 h | Potency, µM (series often up to 56.4 µM), for the others: cytoprotection (ATP increase), most hits filed as activators | 0.14% of 230,000 active | AID 1471;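 also: potency is read from the fitted curve at half-maximal effect; % of control where 0% means no effect; nearly all actives have a fitted effect of over 45% in size; toxic huntingtin expression switched on by the ecdysone agonist tebufenozide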
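Compounds added alongside 100 nM tebufenozide, which induces toxic Q103 huntingtin exon 1-GFP in stable PC12 cells; surviving cells quantified by luminescent ATP measurement. Medium: phenol red-free DMEM, 5% equine and 5% calf serum.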
The depositor's hits bear a star; ? = inconclusive; . = not tested or not shown; [ ] = dose if it differs, or a comment. Unless noted, calls follow the shape of the dose curve; as a rule, active = well fitted curve in the direction sought with a large enough effect; inconclusive = small, poorly fitted or top-dose-only effect, or another doubt; inactive = no such curve, though single readings can be large; an effect the other way counts as inactive or inconclusive.

SMILES	CBFb RUNX1 block	Lamin A splicing	KinaseGlo FLuc	IMPase Li cell	SMN2 splice up	HTT aggregate	HTT ATP protect
O=C(NCc1cccs1)C(=O)NCC1OCCCN1S(=O)(=O)c1ccc(F)cc1 (configuration not stated)	-26%	2%	-1%	-3%	-6%	-2%	34%[10 µM]
CN(C)C(CNC(=O)/C=C/c1cccc(Cl)c1)c1ccccc1 (configuration not stated)	-1%	-14%[9.22 µM]	-5%	18%	-3%	8%	-21%
COc1ccc(C)cc1-n1nnnc1SCc1nc2ccccc2s1	13%	?	-6%	9%[38.3 µM]	-21%	-28%	-19%
O=C(CCl)N1CCN2C(=O)c3ccccc3C12c1ccc(Cl)cc1 (configuration not stated)	2%	?	2%	3%	-75%[inhibitor]	?	-65%[inhibitor][10 µM]
CCCCN(CC)S(=O)(=O)N1CCC(C(=O)NCc2ccc(F)cc2)CC1	6%	-12%	-1%	36%[38.3 µM]	-29%	-6%	13%[10 µM]
CCOc1ccc(NCc2nc3ccccc3n2CCOc2ccccc2)cc1	?	?	-2%	12%	-43%[inhibitor]	-19%	.
O=c1c2ccccc2c2ccccc2c(=O)n1Cc1cccnc1	2%	13%	0%	26%[38.3 µM]	-8%	-8%	0%
O=S(=O)(Nc1nc2ccccc2nc1-[n+]1cccc(N=C([O-])c2ccccc2Cl)c1)c1ccccc1	-3%	.	.	.	.	7%[9.22 µM]	-4%[10 µM]
Cc1ccc(-n2cccc2/C=C2/C(=N)N3C(=NC2=O)SN=C3S(C)(=O)=O)cc1	-28%	?	-2%	-6%	-15%	19%	-18%
NS(=O)(=O)c1ccc(O)c(NC(=O)c2ccc([N+](=O)[O-])cc2)c1	-4%	.	0%	-3%	17%	36%	-31%[inhibitor]
NC(=O)c1ccccc1-c1nc(-c2ccccc2)no1	5%	-5%	8%	-11%[38.3 µM]	21%	-11%	-17%
CC(C)OP(=O)(OC(C)C)C(NC(=O)c1ccccc1Br)C(N)=O (configuration not stated)	2%	.	.	.	.	21%[9.22 µM]	8%[10 µM]
CC1(C)Cc2nc3nc(SCC(=O)Nc4ccccc4)nc(N)c3cc2CO1	6%	-7%[46 µM]	-12%	7%	?	1%	-37%[inhibitor]
COc1ccccc1N1CCN(S(=O)(=O)c2c(C)ccc3nsnc23)CC1	-3%	-12%	2%	38%[activator][38.3 µM]	10%	-17%	-17%
COc1oc(-c2ccc(Cl)cc2)nc1C(F)(F)F	17%	-2%	-5%	11%	-3%	18%	13%[1.9 µM]
C/C(=N\Nc1nc2ccccc2s1)c1ccc(Br)s1	-14%	.	.	13%	.	6%[9.22 µM]	9%[10 µM]
Cc1cc(=O)oc2cc(OCC(=O)OCC(=O)Nc3ccccc3Br)ccc12	0%	.	.	.	.	-1%[9.22 µM]	24%[10 µM]
Cc1[nH]n(-c2ccccc2)c(=O)c1C=Nc1cccc2cccnc12	-7%	?	-5%	2%	-12%	?	-69%[inhibitor][10 µM]
Cc1cccc(N2C(=O)C(O)=C(C(=O)c3cccs3)C2c2cccc(Oc3ccccc3)c2)n1 (configuration not stated)	-10%	.	.	.	.	-11%[9.22 µM]	19%[10 µM]
CC(C)Cn1c2c(c(O)c(C(=O)Nn3c(Cc4ccccc4)nc4ccccc4c3=O)c1=O)CCCC2	6%	1%	4%	3%	-61%[inhibitor]	-20%	.

A portion taken from the entries so far, for reference:
SMILES	CBFb RUNX1 block	Lamin A splicing	KinaseGlo FLuc	IMPase Li cell	SMN2 splice up	HTT aggregate	HTT ATP protect
NS(=O)(=O)c1ccc(O)c(NC(=O)c2ccc([N+](=O)[O-])cc2)c1	-4%	.	0%	-3%	17%	36%	-31%[inhibitor]
NC(=O)c1ccccc1-c1nc(-c2ccccc2)no1	5%	-5%	8%	-11%[38.3 µM]	21%	-11%	-17%

Next compounds follow.
SMILES	CBFb RUNX1 block	Lamin A splicing	KinaseGlo FLuc	IMPase Li cell	SMN2 splice up	HTT aggregate	HTT ATP protect
Cc1ccc(S(=O)(=O)N/N=C2\C(=O)C3(C)CCC2C3(C)C)cc1 (configuration not stated)	3%	4%[46 µM]	0%	-3%	9%	-2%[9.22 µM]	-12%
COC(=O)NNC(=O)c1ccc(C)c(Br)c1	1%	14%	-6%	2%	19%	-11%	4%[10 µM]
O=C(COC(=O)c1ccc2c(c1)OCO2)NC1CCS(=O)(=O)C1 (configuration not stated)	-2%	7%	0%	-14%[38.3 µM]	5%	-1%	-11%[10 µM]
NCC[C@H](N)C(=O)O	.	.	-6%[7.66 µM]	6%	-6%[9.22 µM]	.	-4%[10 µM]
O=C(COc1ccccc1)N1CCN(c2ncccn2)CC1	?	.	3%	-7%	-5%	18%	-22%
Cc1nn(C)cc1CN1CCC(CO)(CCOc2ccccc2)CC1	-5%	-1%[46 µM]	-3%	28%	.	22%[9.22 µM]	21%[10 µM]
O=C1c2oc3ccccc3c(=O)c2C(c2cccc(Br)c2)N1Cc1ccco1 (configuration not stated)	2%	16%	6%	16%[38.3 µM]	7%	1%	-15%
COc1nc(-c2ccccc2)ccc1-c1noc(-c2ccco2)n1	16%	-4%	-2%	1%	13µM*	-19%	29%[10 µM]
O=C(NCCCN1CCOCC1)c1cccs1	16%	7%	-2%	25%[38.3 µM]	-20%	10%	-11%
O=c1c(N=Nc2ccc(O)cc2)c(-c2ccccc2)[nH]n1-c1ccc([N+](=O)[O-])cc1	-5%	-29%[46 µM]	-11%	4%	-89%[inhibitor]	0%	-9%
COc1cc(OC)nc(Oc2ccccc2C(=O)Oc2cccc(C)c2)n1	18%	-6%	-2%	33%[activator][38.3 µM]	-3%	12%	11%
COCCCn1c(O)c(/C=C2\N=C(C#N)C(=Nc3ccc(C)cc3)O2)sc1=S	-19%	.	.	.	.	16%[9.22 µM]	-1%[10 µM]
S=C(NCc1ccco1)N1CCN(c2ccc(Cl)cc2)CC1	-17%	.	-2%	16%	-13%	-6%[9.22 µM]	-35%[inhibitor]
CC1CCOC(c2coc3ccccc3c2=O)O1 (configuration not stated)	2%	-3%	?	-1%	10µM*	8%	-12%[10 µM]
CN(C)c1ncc2nc(-c3cccs3)c(=O)n(-c3ccccc3)c2n1	.	-22%	.	?	.	.	3%
CCN[C@@H]1C[C@H](N)[C@H](O[C@H]2OC(CN)=CC[C@H]2N)[C@@H](O)[C@H]1O[C@H]1OC[C@@](C)(O)[C@@H](NC)[C@@H]1O	10%[21.7 µM]	-4%	2%[17.1 µM]	-9%	-3%[20.6 µM]	16%	-24%[17.1 µM]
O=C(COc1ccccc1[N+](=O)[O-])OC1CCS(=O)(=O)C1 (configuration not stated)	-2%	.	-2%	-14%	-6%	14%	-14%
O=C(Nc1cccc(S(=O)(=O)NC2=NCCC2)c1)C1CCC1	4%	6%[46 µM]	3%	3%	4%	23%	16%
CC(C)NS(=O)(=O)c1ccc(OCC(=O)N2CCc3ccccc3C2)cc1	3%	.	0%	-4%	-11%	.	.
CCOC(=O)C1CCN(S(=O)(=O)c2ccc3[nH]c(=O)c(=O)[nH]c3c2)CC1	4%	6%[46 µM]	-1%	-7%	15%	9%	-3%
NC(=NC(=O)c1ccc(OCC(F)(F)F)nc1)c1ccccc1	30%	.	.	.	.	5%[9.22 µM]	-4%[10 µM]
COC(=O)CCCC1=CC2=CC(=O)C(C)(OC(=O)c3cccs3)C(=O)C2=CN1C(CO)CO (configuration not stated)	9%[13.1 µM]	?	-1%[7.66 µM]	2%	-3%[9.22 µM]	.	8%[10 µM]
Cc1ccc(/C=C2\Oc3c(ccc(O)c3CN3CCN(C)CC3)C2=O)cc1	1%	.	-8%	4%	-2%	-3%	-6%
O=C(Nc1ccc(S(=O)(=O)N2CCCCCC2)cc1)c1ccco1	4%	4%	-2%	12%[38.3 µM]	?	-12%	-5%[10 µM]
O=C1CCC(=O)N1CCC(c1ccc(F)cc1)c1ccco1 (configuration not stated)	3%	5%	1%	21%[38.3 µM]	22%	-11%	-13%
CC(C)(C)c1csc(NC(=O)Cn2cnc3ccccc3c2=O)n1	2%	3%	-1%	22%[38.3 µM]	-8%	-7%	12%[10 µM]
COc1cccc(C2C(C(=O)NCc3ccccc3)=C(C)Nc3ncnn32)c1 (configuration not stated)	4%	1%	5%	-6%[38.3 µM]	2%	19%	7%
CCOC(=O)c1ccc2[nH]cc(C(C)=O)c(=O)c2c1	10%	-1%	-3%	-19%	8%	-21%	8%[10 µM]
C=CC1=C2C=C(C3CC3)N(Cc3ccco3)C=C2C(=O)C(C)(OC(=O)c2ccco2)C1=O (configuration not stated)	7%[13.1 µM]	6%[9.22 µM]	-2%[7.66 µM]	-1%	0%[9.22 µM]	.	-23%[10 µM]
O=S1(=O)N=C(Nc2ccc(O)c(CN3CCCCC3)c2)c2ccccc21	-4%	11%	-3%	12%[38.3 µM]	0%	9%	-1%
COc1ccccc1CNC(=O)c1cccc(-c2ccccc2OC)n1	4%[89.1 µM]	.	1%[39.9 µM]	7%	.	.	-67%[inhibitor]
COc1ccc(CNC(=O)c2cc(-c3ccccc3OC)on2)cc1	10%	?	6%	12%[38.3 µM]	-11%	-7%	-15%
Cn1cc(S(=O)(=O)N2CCCC(C(=O)O)C2)cn1 (configuration not stated)	2%	-1%[9.22 µM]	-1%	-8%	0%	-3%	-2%
CCC(C)(C)NC(=O)CN(Cc1ccc2c(c1)OCO2)C(=O)CCC(=O)Nc1nccs1	2%	-13%[46 µM]	1%	10%	12%	32%	-6%[10 µM]
COc1ccc(C(=O)C(OC(=O)c2ccccc2)c2ccccc2)cc1 (configuration not stated)	26%	7%[0.0737 µM]	1%	-18%[38.3 µM]	22%	5%	15%
Cc1ccc([N+](=O)[O-])c2c1C(N1CCCCC1)C(C)(C)O2 (configuration not stated)	-9%	18%[9.22 µM]	-1%	0%	-7%	25%	6%
O=C(O)C1Nc2c(O)cccc2C2C=CCC12 (configuration not stated)	.	-6%	-3%	1%	18%	-26%	30%[10 µM]
COc1cc(-c2[o+]c3cc(O)cc(O)c3cc2O)cc(O)c1O	.	.	-1%[7.66 µM]	2%	-4%[9.22 µM]	.	-4%[10 µM]
Cc1ccc(O)c(C(CC(=O)NC2CCCCC2)c2ccccc2)c1 (configuration not stated)	6%	14%[46 µM]	8%	10%	-24%	4%	2%
CC1(C)CC(=O)C2=C(C1)N(c1ccc(F)cc1)C(=O)NC2(C(F)(F)F)C(F)(F)F	-3%	-12%	-4%	18%[38.3 µM]	20%	2%	-4%

Rows were taken by chance. Share with any hit: about 4%.
